Autophagy HCS – modulators of autophagy; MEF GFP-LC3 puncta imaging; test concentration mostly 10 µM; calls only at 10 µM (by protocol); hit rate 0.98% among 190,000; AID 463193;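 active = percentage of spot-positive cells more than 3 SD above its plate mean, without a fluorescence outlier flag or 80% toxicity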;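 note: spot-positive cell cutoff set from DMSO-treated cells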
WT yeast gro inh – growth inhibition of WT yeast, mitochondrial fusion screen; mitochondrial fusion phenotypic screen, WT strain; inhibition, % at 10 µM; hit rate 2.1% among 190,000; in the data active = inhibition above about 58%; tested in S. cerevisiae
Ins promoter up – MIN6 insulin promoter up-regulation. z-score at 5 µM. MIN6 insulin promoter-GFP reporter, high-content imaging; hits give high values. hit rate 0.3% among 190,000;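 active = z-score above 3 at 5 µM with at least 500 cells counted in the well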
Hep lipid drop – modulators of hepatic lipid droplet formation; AML12 mouse hepatocytes, oleate lipid droplets, BODIPY imaging; hit rate 0.4% among 240,000; inhibition, % at 6.5 µM; AID 1656;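 active = lipid droplet intensity inhibited by at least 50%, with more than 500 cells counted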
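Assay system: AML12 hepatocytes (mouse) / Also added: 100 µM oleic acid challenge / Times: overnight treatment with compound plus oleate / Detection: high-content imaging of BODIPY-stained droplets and DAPI nuclei / Evaluation: % inhibition of lipid droplet signal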
bCat nuc transl – alters nuclear translocation of beta-catenin in HeLa cells. nuclear translocation activity, % at 5 µM. AID 1665. immunofluorescence imaging. hit rate 0.3% among 190,000;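 active = nuclear translocation activity above 50% at 5 µM, with a well cell count of 50 or more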;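 note: per-cell ratio of nuclear to cytoplasmic median beta-catenin stain intensity; plate controls were DMSO negative control for no effect and GSK-3 inhibitor IX positive control for full effect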
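assay system = human HeLa cells, endogenous beta-catenin | times = compound treatment 24 h, 37°C, 5% CO2 | detection = Anti-beta-catenin immunofluorescence on PFA-fixed, Triton-permeabilized cells, DAPI nuclei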
Yfh1-depleted yeast – mitochondrial function rescue without frataxin homolog – Friedreich's ataxia, plus single-dose screen, dose response (AID 1465). hit rate 0.074% among 220,000. S. cerevisiae Yfh1-off respiration, WST-1 reduction, 72 h; higher fold induction means a stronger effect. fold induction at 50 µM; hits with a dose series show EC50 in µM;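 active = fold induction of absorbance versus untreated yeast above a set limit, then at least 30% activation at any dose in follow-up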;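 note: activators that raise dye reduction in frataxin-depleted yeast; strong numbers were not always called active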
Dynein cargo inh – dynein cargo transport inhibition | 3617.4 mouse cells, GR-EGFP nuclear translocation imaging; test concentration mostly 20 µM; stimulated with dexamethasone, 1 µM; hits give low values | z-score, hits read low | hit rate 0.47% among 220,000 | AID 1381;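 active = plate z-score of nuclear minus cytoplasmic receptor signal below a set negative limit, without overly bright fluorescence or cell loss, cut at about -3.5 in these data, passing the limit was not always enough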;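 note: z-score of nuclear minus cytoplasmic ring GR-EGFP intensity difference per well; some compounds called inactive have numbers as strong as hits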
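Schedule: 48 h induction, then 1 h compound, then 30 min agonist, 37 °C. Buffer or medium: tetracycline-free induction medium containing charcoal-stripped FBS. Reagent: 1.0 µM final dexamethasone stimulus. Evaluation: nuclear versus cytoplasmic GR-EGFP signal, averaged per well. Signal: high-content fluorescence imaging after fixation.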
MT stabilize HCS – stabilizes microtubules in HeLa cells | % tubulin-high responders, % at 10 µM | AID 2205 | HeLa tubulin immunostaining HCS, 24 h; share of cells brighter than vehicle mean+2SD | hit rate 0.83% among 200,000;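 active = plate Z-score above 3 for both tubulin-high and condensed-nucleus cell shares, with cell loss under 80%, at 10 µM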;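 note: anti alpha tubulin signal scored within the nucleus-defined area of each cell; some results filed as inactive read as strong as hits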
NOD2 inhibition – NOD2 signaling inhibitors, cell-based, luminescence, uHTS, HEK293 (AID 1566) | HEK293 NOD2/NF-kB luciferase reporter, luminescence; higher % means a stronger effect | hit rate 0.63% among 290,000 | inhibition, % at 4 µM, or EC50 in µM where a hit was titrated; in the data active = inhibition above about 50%; note: many of its hits are not listed in these tables
WT yeast gro inh mutant strain – further read-out of WT yeast gro inh, marked with its call; inhibition, %; mitochondrial fusion phenotypic screen, mutant strain inhibition
Dynein cargo inh cytoplasmic EGFP – also measured in Dynein cargo inh; calls as there; z-score; measured here: cytoplasmic GR-EGFP intensity; hits give high values
Dynein cargo inh nuclear GR-EGFP – recorded beside Dynein cargo inh, whose call it bears; z-score; measured here: nuclear GR-EGFP intensity;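 lower value marks the stronger effect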
Dynein cargo inh cell count – further read-out of Dynein cargo inh, marked with its call; z-score; measured here: cell count per field
Ins promoter up cell count – second read-out of Ins promoter up, no call of its own (marks repeat the call); cell count; measured here: cytotoxicity, nuclei count;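 total cells summed across four imaged fields per well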
Hep lipid drop cells 6.5 µM – further read-out of Hep lipid drop, marked with its call; cell count; measured here: cell count, cytotoxicity flag;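 cells counted across two imaged fields per well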
bCat nuc transl cell count 5 µM – second read-out of bCat nuc transl, no call of its own (marks repeat the call); cell count; measured here: cell count, cytotoxicity flag
MT stabilize HCS Hoechst-high % – second read-out of MT stabilize HCS, no call of its own (marks repeat the call); % Hoechst-high responders; measured here: nuclear condensation Hoechst responders;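 share of cells brighter than vehicle mean plus two SD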
MT stabilize HCS cytotoxicity % – recorded beside MT stabilize HCS, whose call it bears; toxicity, %; measured here: cytotoxicity by cell density;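 0% = mean cell density of plate MIN control wells and 100% = no cells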
Autophagy HCS cell loss 18 h – further read-out of Autophagy HCS, marked with its call; toxicity, %; measured here: cell loss, nuclei count;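 cell loss after 18 h compound exposure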
Numbers without * were called inactive; i = inactive; / = not tested or not shown.

SMILES	Autophagy HCS	Autophagy HCS cell loss 18 h	WT yeast gro inh	WT yeast gro inh mutant strain	Ins promoter up	Ins promoter up cell count	Hep lipid drop	Hep lipid drop cells 6.5 µM	bCat nuc transl	bCat nuc transl cell count 5 µM	Yfh1-depleted yeast	Dynein cargo inh	Dynein cargo inh cytoplasmic EGFP	Dynein cargo inh nuclear GR-EGFP	Dynein cargo inh cell count	MT stabilize HCS	MT stabilize HCS Hoechst-high %	MT stabilize HCS cytotoxicity %	NOD2 inhibition
CNC(=O)NC(=O)C(OC(=O)c1cccc(S(=O)(=O)N2CCCCC2)c1)c1ccccc1 (stereo not drawn)	i	-2	6	11	1.8	1413	-57	443	-0.5	1123	i	-0.086	0.028	0.064	0.37	3.1	1.5	5.4	-8%
CN(C)S(=O)(=O)N1CCN(S(=O)(=O)c2ccc3ccccc3c2)CC1	i	0	3	-1	/	/	6	759	/	/	i	-0.28	-0.15	-0.37	0.48	0.5	1.1	0.2	22%
Cc1nn(C)c(C)c1NS(=O)(=O)c1ccccc1	i	4	2	-13	-0.49	944	-2	661	-2.0	1148	i	-0.58	-0.19	0.016	0.004	4.4	1.8	7.8	9%
O=c1cc(CN2CCN(c3ccc(O)cc3)CC2)nc2scc(-c3ccccc3)n12	i	24	-19	-15	-0.56	1598	-6	679	-2.5	1166	i	0.32	-0.2	-0.24	0.057	3.2	2.4	0.5	3%
CCCc1cc(=O)[nH]c(SCC(=O)Nc2sc3c(c2C#N)CCC(C)C3)n1 (stereo not drawn)	i	-5	27	14	-0.12	1266	11	672	-7.5	976	i	0.047	-0.28	0.48	-0.41	4.2	3.8	7.0	-1%
O=C(Nc1ccnc(-c2cccnc2)n1)c1ccccc1Cl	i	-24	5	6	0.51	1524	/	/	-2.4	1431	i	0.39	-0.19	0.72	0.3	1.9	2.2	9.9	5%
O=CN1CCN(C(C(=O)NC2CCCC2)c2ccc(Cl)cc2)CC1 (stereo not drawn)	i	-7	-4	-3	0.41	1254	/	/	-1.0	1523	i	0.046	-0.28	0.11	-0.0049	4.1	3.9	4.0	-7%
Cc1ccc(SCCc2cc[n+](CC(=O)c3ccccc3)cc2)cc1	i	3	11	9	0.37	1535	12	742	-1.0	1010	i	2.1	-0.4	1.5	0.75	3.2	1.3	0.8	7%
C/C(=N\NC(=O)c1cccc(N2CCCC2=O)c1)c1ccc(N)cc1	i	-8	-2	-3	-0.02	1254	8	666	-0.8	1094	i	0.67	-0.21	-0.062	0.22	1.3	1.7	0.4	-28%
O=c1[nH]c2ccc(NS(=O)(=O)c3ccc([N+](=O)[O-])cc3)cc2[nH]1	i	21	3	0	/	/	13	689	-1.7	1165	i	1.7	-0.24	0.93	-0.93	2.6	1.7	9.0	15%
CC(C)Cn1c(=O)[nH]c2ccccc21	i	-16	-4	-17	-0.28	922	1	751	-3.4	1219	i	1.7	0.092	1.1	-1.1	2.3	1.6	8.2	14%
CCC(=O)Nc1cccc(NC(=O)CSc2nnc(C3CC3)n2C)c1	i	-9	-20	-4	/	/	/	/	-4.7	1066	i	-0.38	-0.23	-0.2	0.85	1.5	1.6	5.3	8%
Cc1cc(Oc2ccc(=O)n(C)n2)nc(SCc2ccccc2)n1	i	36	-14	-19	1.4	1266	0	692	-2.0	1053	i	0.057	-0.39	-0.54	0.4	2.4	1.5	3.5	9%
Cc1cc(-c2ccccc2)nc(N(C)C)c1S(C)(=O)=O	i	21	-8	-10	-0.33	1683	23	625	-0.4	936	i	-0.91	-0.25	0.054	0.08	3.2	2.7	3.3	1%
Cc1[nH]n(-c2ccccc2)c(=O)c1/C=N/NC(=O)c1ccoc1C	i	2	15	4	-1.2	995	12	563	2.0	453	i	0.47	-0.23	0.26	0.22	1.8	1.5	2.9	19%

Next part; it opens with the two that closed the last part.
SMILES	Autophagy HCS	Autophagy HCS cell loss 18 h	WT yeast gro inh	WT yeast gro inh mutant strain	Ins promoter up	Ins promoter up cell count	Hep lipid drop	Hep lipid drop cells 6.5 µM	bCat nuc transl	bCat nuc transl cell count 5 µM	Yfh1-depleted yeast	Dynein cargo inh	Dynein cargo inh cytoplasmic EGFP	Dynein cargo inh nuclear GR-EGFP	Dynein cargo inh cell count	MT stabilize HCS	MT stabilize HCS Hoechst-high %	MT stabilize HCS cytotoxicity %	NOD2 inhibition
Cc1cc(-c2ccccc2)nc(N(C)C)c1S(C)(=O)=O	i	21	-8	-10	-0.33	1683	23	625	-0.4	936	i	-0.91	-0.25	0.054	0.08	3.2	2.7	3.3	1%
Cc1[nH]n(-c2ccccc2)c(=O)c1/C=N/NC(=O)c1ccoc1C	i	2	15	4	-1.2	995	12	563	2.0	453	i	0.47	-0.23	0.26	0.22	1.8	1.5	2.9	19%
C/C(=N\NC(=O)c1sccc1-n1cccc1)c1cccs1	i	-4	-22	16	0.41	1187	-12	698	-1.8	1129	i	-0.22	-0.33	-0.2	1.1	2.9	3.2	8.6	-18%
Cc1ccc(/C(N)=N/OC(=O)Cc2cccs2)cc1	i	8	13	2	0.98	1527	/	/	1.0	1444	i	-0.28	-0.21	-0.37	0.73	0.8	1.2	7.2	-36%
Cc1cc(NC(=O)c2cc(-c3ccccn3)nc3ccccc23)no1	i	-9	-5	-3	-0.16	978	/	/	0.5	1150	i	-1.4	-0.21	-0.33	0.77	3.3	3.0	5.9	-2%
O=c1[nH]c2c(s1)C(c1ccco1)C1C3CCC(C3)C1S2 (stereo not drawn)	i	1	15	7	1.8	891	0	777	-5.3	1070	i	-0.99	-0.17	-0.59	0.19	2.3	1.5	2.7	-2%
COC(=O)c1c(NC(=O)Cc2cccs2)sc(C)c1C	i	-5	15	13	-0.05	1299	-11	756	1.1	1167	i	-0.22	-0.17	0.49	0.68	5.0	2.5	7.9	-1%
Cc1ccc(NC(=O)n2ccc(-c3ccc(-n4ccnc4)cc3)n2)cc1	i	5	-8	-5	0	1228	-12	682	-1.9	992	i	-0.93	-0.21	-0.65	0.67	4.5	2.5	1.8	-68%
COc1ccccc1-c1nc(C#N)c(N2CCc3ccccc3C2)o1	i	10	-4	0	-0.15	1214	2	775	-1.2	1147	i	0.035	-0.24	-0.61	-0.34	5.2	3.1	6.5	-16%
O=Cc1cn(CCC(=O)O)nc1-c1cc2ccccc2o1	i	1	12	4	0.44	1514	-8	687	0.1	1045	i	0.24	-0.23	0.2	0.81	2.1	2.3	2.9	-16%
CCOc1ccccc1OCCOCCN1CC(C)OC(C)C1 (stereo not drawn)	i	4	2	11	0.43	2080	6	662	-0.5	1096	i	-0.29	-0.3	0.22	1.7	2.5	0.1	49	-3%
O=C(c1ccccc1F)N1CCN(S(=O)(=O)c2ccc3c(c2)OCCO3)CC1	i	7	-1	8	0.65	1019	/	/	/	/	i	-0.39	-0.21	0.05	0.12	8.2	4.7	6.0	1%
O=C(Oc1ccc2c(=O)c(Oc3ccc4ccccc4c3)coc2c1)c1cccnc1	i	-2	24	-7	0	1275	-5	611	0.8	545	i	1.8	-0.23	0.87	-0.96	3.6	2.3	0.1	3%
O=C(N/N=C/c1ccc2cccc(OCc3ccccc3)c2n1)c1ccc(Br)cc1	i	8	11	9	0.51	1491	/	/	-1.9	1392	i	-1.5	-0.21	-0.16	1.4	4.0	2.3	6.7	-29%
Cc1ccc(C(=O)Nc2ccc(F)cc2F)o1	i	-6	4	5	/	/	-2	743	3.0	895	i	-0.77	-0.31	-0.47	0.25	1.2	2.0	7.0	-32%
CC(=O)Nc1ccc(/C(C)=N/Nc2nc(N3CCOCC3)nc(N3CCOCC3)n2)cc1	i	17	-9	-17	0	997	0	718	-0.9	1069	i	-0.26	-0.19	-0.069	0.69	3.1	2.5	4.8	8%
Cc1cccc(NC(=O)CN2C(=O)N/C(=C/c3cc(C)n(C(C)C)c3C)C2=O)c1	i	-10	-19	5	/	/	29	811	/	/	i	-0.37	-0.27	-0.18	-0.07	1.3	1.2	5.1	14%
Cc1cccc(C)c1OCC(=O)Nc1nnc(C2CCCO2)s1 (stereo not drawn)	i	9	-8	1	0.44	1291	-14	612	-2.5	559	i	-1	-0.26	-0.31	0.24	1.1	1.7	2.8	14%
CCOC(=O)c1c(N)sc2c1CCCC2	i	13	4	4	0.82	930	/	/	-0.6	1176	i	-0.17	-0.16	0.48	0.86	2.5	2.3	6.5	8%
O=C(O)c1ccc2c(c1)CCCN2	/	/	/	/	1.2	1437	-10	717	-0.1	1360	i	1.1	-0.21	0.54	-0.21	/	/	/	30%
Cc1cc(NC(=O)c2ccc(Cl)c([N+](=O)[O-])c2)no1	/	/	/	/	0.17	1299	2	718	-2.9	1149	i	0.35	-0.22	0.15	0.16	/	/	/	7%
COc1cc(/C=C(\C#N)C(=O)NCC2CCCO2)ccc1O (stereo not drawn)	i	-1	-10	-1	0.28	1405	14	645	/	/	i	0.62	-0.21	0.45	-1.1	2.4	2.2	7.7	19%
CCOC(=O)c1ccc2nc3c(cc2c1)CCS3	i	-17	-16	-1	0.18	1456	/	/	-0.8	828	i	-0.37	-0.22	0.06	0.093	4.9	3.5	5.5	3%
Nc1nc2ccccc2n1CCN1CCCC1	i	-10	11	19	/	/	-11	715	/	/	i	-0.13	1.5	0.72	0.45	3.9	2.2	9.1	13%
CCOCCn1c(CCCO)nc2ccccc21	i	3	5	16	-0.13	1127	/	/	-3.4	997	/	0.13	-0.3	0.23	-0.43	3.9	2.7	0.2	7%

Screening results as filed in PubChem BioAssay.

This is a subset (hit frequency here may not be typical).
